# Screening results deposited in PubChem BioAssay by several laboratories.
# Autophagy mod: alters autophagy in cells. calls only at 10 µM (by protocol). MEF GFP-LC3 puncta imaging; test concentration mostly 10 µM. 190,000 tested, 0.98% active;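 active = percentage of spot-positive cells more than 3 SD above its plate mean, without a fluorescence outlier flag or 80% toxicity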;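 note: spot-positive cell cutoff set from DMSO-treated cells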
# Insulin prom up: MIN6 insulin promoter up-regulation | z-score at 5 µM | MIN6 insulin promoter-GFP reporter, high-content imaging; stronger effect = higher value | AID 1625 | 190,000 tested, 0.3% active;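 active = z-score above 3 at 5 µM with at least 500 cells counted in the well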
# West Nile antiviral: inhibition of WNV-induced cytopathic effect – cell-based, CPE readout (AID 1621); West Nile virus-infected cells, CPE inhibition; higher % means a stronger effect; CPE inhibition, % at 10 µM, or IC50 in µM where a hit was titrated; 290,000 tested, 0.02% active; in the data active = a potency from the dose series; note: strong numbers were not always called active
# MT stabilizer: microtubule stabilization, imaging screen; HeLa tubulin immunostaining HCS, 24 h; share of cells brighter than vehicle mean+2SD; % tubulin-high responders, % at 10 µM; 200,000 tested, 0.83% active; AID 2205;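 active = plate Z-score above 3 for both tubulin-high and condensed-nucleus cell shares, with cell loss under 80%, at 10 µM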;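 note: anti alpha tubulin signal scored within the nucleus-defined area of each cell; some results filed as inactive read as strong as hits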
# Lipid droplet: modulators of hepatic lipid droplet formation | 240,000 tested, 0.4% active | AID 1656 | inhibition, % at 6.5 µM | AML12 mouse hepatocytes, oleate lipid droplets, BODIPY imaging;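 active = lipid droplet intensity inhibited by at least 50%, with more than 500 cells counted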
#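 Test system: AML12 mouse liver cells; schedule: overnight exposure; technique: high-content imaging of BODIPY-stained droplets and DAPI nuclei; read-out: % inhibition of corrected integrated BODIPY droplet signal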
# b-catenin transl: modulators of beta-catenin nuclear translocation. 190,000 tested, 0.3% active. nuclear translocation activity, % at 5 µM. HeLa beta-catenin nuclear translocation, immunofluorescence imaging;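 active = nuclear translocation activity above 50% at 5 µM, with a well cell count of 50 or more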;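 note: per-cell ratio of nuclear to cytoplasmic median beta-catenin stain intensity; plate controls were DMSO negative control for no effect and GSK-3 inhibitor IX positive control for full effect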
#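 Test system: HeLa cells, endogenous beta-catenin; Compound: single 5 µM dose plus 0.02–20 µM confirmation series; Times: compound exposure 24 h at 37°C; Signal: fluorescence imaging of beta-catenin antibody stain plus DAPI; Read-out: % activation, nuclear-to-cytoplasmic median beta-catenin signal ratio per cell.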
# WT yeast gro inh: growth inhibition of WT yeast, mitochondrial fusion screen; mitochondrial fusion phenotypic screen, WT strain; inhibition, % at 10 µM; 190,000 tested, 2.1% active; in the data active = inhibition above about 58%; tested in S. cerevisiae
# T cell HTS: T cell immune modulation candidate. AID 2052. 2C CD8+ T cell-vesicle binding, flow cytometry; stronger effect = lower value. calls only at 7 µM. 330,000 tested, 0.068% active;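 active = response, share of CD8 T cells binding vesicles, and their 90th percentile fluorescence all below set limits, cut at about 80% in these data, passing the limit was not always enough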
#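 Assay system – 2C mouse CD8+ T cells · Also added – QL9-loaded Drosophila micro-vesicles · Timing – Cell–vesicle co-incubation 1.5 h at 37 °C, staining 20 min on ice · Signal – flow cytometry of vesicle-bound cells · Measure – percent CD8+ FL2 mean versus row control · Controls – Peptide-free naked vesicles (low) and QL9 vesicles with 0.7% DMSO vehicle (high)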
# Myeloid diff 2: compounds promoting myeloid differentiation; calls only at 10 µM; ER-HoxA9 myeloid progenitors, lysozyme-GFP differentiation, flow cytometry; 360,000 tested, 1% active;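 active = normalized GFP-positive differentiation at or above the plate's own cutoff, the solvent-only control mean plus 3 SD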;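 note: cells exposed to compound for four days before flow analysis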
# WT yeast gro inh mutant strain: further read-out of WT yeast gro inh, marked with its call; inhibition, %; mitochondrial fusion phenotypic screen, mutant strain inhibition
# Insulin prom up cell count: further read-out of Insulin prom up, marked with its call; cell count; measured here: cytotoxicity, nuclei count;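 total cells summed across four imaged fields per well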
# Lipid droplet cells 6.5 µM: also measured in Lipid droplet; calls as there; cell count; measured here: cell count, cytotoxicity flag;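 cells counted across two imaged fields per well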
# b-catenin transl cell count 5 µM: also measured in b-catenin transl; calls as there; cell count; measured here: cell count, cytotoxicity flag
# T cell HTS vesicle-bound %: further read-out of T cell HTS, marked with its call; double positive events, %; measured here: CD8+ vesicle-bound cell fraction;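 binding gate set so that unloaded-vesicle control wells show 10% double positive cells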
# MT stabilizer Hoechst-high %: second read-out of MT stabilizer, no call of its own (marks repeat the call); % Hoechst-high responders; measured here: nuclear condensation Hoechst responders;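 share of cells brighter than vehicle mean plus two SD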
# MT stabilizer cytotoxicity %: second read-out of MT stabilizer, no call of its own (marks repeat the call); toxicity, %; measured here: cytotoxicity by cell density;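 0% = mean cell density of plate MIN control wells and 100% = no cells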
# Autophagy mod cell loss 18 h: also measured in Autophagy mod; calls as there; toxicity, %; measured here: cell loss, nuclei count;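 cell loss after 18 h compound exposure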
# Myeloid diff 2 GFP+ MAC1+ %: second read-out of Myeloid diff 2, no call of its own (marks repeat the call); GFP+ MAC1+ double positive, %; measured here: differentiation confirmed by MAC1 staining
# An asterisk follows results filed as active; i = inactive; · = not tested or not shown.
SMILES,Autophagy mod,Autophagy mod cell loss 18 h,Insulin prom up,Insulin prom up cell count,West Nile antiviral,MT stabilizer,MT stabilizer Hoechst-high %,MT stabilizer cytotoxicity %,Lipid droplet,Lipid droplet cells 6.5 µM,b-catenin transl,b-catenin transl cell count 5 µM,WT yeast gro inh,WT yeast gro inh mutant strain,T cell HTS,T cell HTS vesicle-bound %,Myeloid diff 2,Myeloid diff 2 GFP+ MAC1+ %
CC1CCCC(C)N1C(=O)CSc1nnc(-c2c[nH]c3ccccc23)o1 (stereo not drawn),i,6,0.3,951,-0.4%,3.8,1.6,3.6,·,·,2.1,1121,13,-3,i,28,i,1.6
CCN(CC)C(=O)CSc1nnc(CNc2ccc(F)cc2)n1Cc1ccco1,i,-14,0.13,1260,-0.3%,2.3,0.9,7.5,-10,734,-0.2,1224,-1,-21,i,26,i,0.6
OC(CNc1nc(-c2cccnc2)nc2ccccc12)c1ccccc1 (stereo not drawn),·,·,·,·,0.0%,·,·,·,-15,664,·,·,·,·,i,47,i,1.2
COc1ccc(NC(=O)CCCN(C)S(=O)(=O)c2ccc(C)cc2)cc1,i,8,-0.28,1313,0.6%,4.9,3.2,8.7,33,736,-3.4,547,-7,-12,i,40,i,0.7
N/C(=N\c1nc2ccccc2o1)NC(=O)c1ccccc1NC(=O)c1ccccc1,i,12,0.15,1262,0.1%,12,10,15,-17,685,·,·,15,18,i,53,i,0.6
Cc1nc2ccccc2n2c(-c3ccccc3)c3c(=O)n(C)c(=O)n(C)c3c12,i,-6,0.26,945,0.3%,2.1,1.3,5.1,-3,770,-0.9,1159,·,·,i,10,i,0.5
N#C/C(=C\c1ccc(OCc2ccccc2)cc1)C(N)=O,i,3,-0.5,1113,0.2%,1.4,2.0,1.0,-2,697,0.7,1021,-13,6,i,15,i,0.5
NC(=O)C1CCCN(S(=O)(=O)c2ccc3ccccc3c2)C1 (stereo not drawn),·,·,·,·,0.4%,·,·,·,10,795,·,·,·,·,i,17,i,1.0
CC(NC(=O)Cn1nc(-c2ccccc2)ccc1=O)c1ccccc1 (stereo not drawn),·,·,2.3,1067,0.2%,·,·,·,-18,659,0.1,1335,·,·,i,37,i,0.0
COc1ccc(N(C(=O)Cn2nnc3ccccc32)C(C(=O)NCc2ccco2)c2ccc(C)o2)cc1 (stereo not drawn),i,1,0.19,1256,-0.2%,3.6,1.4,1.7,·,·,-0.9,751,-3,9,i,35,i,1.0
Cc1cccc(-n2cc(CN3CCCN(C=O)CC3)c(-c3cccc(F)c3)n2)c1,i,28,-0.67,1486,-1.2%,4.9,3.5,2.4,-3,718,4.4,950,12,11,i,43,i,0.6
COc1ccc(CN2CCNC(=O)C2CC(=O)N(C)Cc2nonc2C)c(F)c1 (stereo not drawn),·,·,·,·,-0.2%,·,·,·,10,725,·,·,·,·,i,6,i,1.7
Cc1cc(NC(=O)CCC(=O)N(CC(=O)NCC2CCCO2)c2ccc(C)c(C)c2)no1 (stereo not drawn),·,·,·,·,-0.3%,·,·,·,7,776,·,·,·,·,i,27,i,0.8
CSc1nsc(N/N=C/c2ccc3c(c2)OCO3)c1C#N,i,13,·,·,-0.3%,2.1,1.6,3.4,-4,686,-0.5,982,9,-10,i,22,i,0.9
COCc1cc(=O)n2[nH]c(-c3ccco3)cc2n1,·,·,-0.36,1069,1.0%,·,·,·,-13,741,-0.9,1259,·,·,i,44,i,0.2
Cc1ccc(S(=O)(=O)N2CCN(C(=O)COC(=O)c3cc(C)oc3C)CC2)cc1,i,4,-0.42,1218,·,3.8,3.5,6.2,·,·,-4.4,1049,0,-5,i,62,i,1.0
Cc1ccccc1NC(=O)c1sc2nc(N3CCOCC3)c3c(c2c1N)CCCC3,·,·,·,·,-0.2%,·,·,·,14,704,·,·,·,·,i,28,i,0.6
COc1ccc(NC(=O)COC(=O)Cc2c(F)cccc2Cl)cc1,i,-14,0.2,1329,-0.1%,1.9,2.1,1.2,-11,670,0.3,1129,-7,-5,i,36,i,0.5
CCn1c(CC(=O)Nc2ccc(C)cc2)nnc1SCC(=O)NCCc1ccccc1,i,3,·,·,0.0%,1.6,2.0,3.3,·,·,·,·,-27,-24,i,10,i,0.4
COc1ccc(NC(=O)CCSCCC(=O)Nc2ccc(OC)cc2OC)c(OC)c1,i,1,-0.03,1306,-1.1%,3.1,2.7,8.2,6,655,-6.0,588,-8,14,i,39,i,0.3
CCN(C(=O)c1cc2cccc(OC)c2oc1=O)c1ccccc1,i,2,0.59,1226,0.7%,1.5,1.7,3.2,0,774,1.0,871,-7,-6,i,39,i,1.0
CC1CCCN(C(=O)c2cccc(S(=O)(=O)Nc3cc(C(F)(F)F)ccc3Cl)c2)C1 (stereo not drawn),i,0,0.07,1485,-1.2%,9.5,1.3,5.2,-6,675,-0.4,1105,26,2,i,42,i,0.4
COc1ccc(-c2[nH]ncc2CN2CCC(c3ccncc3)CC2)cc1F,·,·,-0.94,1035,-0.9%,·,·,·,1,769,1.5,1311,·,·,i,37,i,0.3
COC(=O)c1ccc(C(=O)OC)c(NC(=S)N2CCCC(C)C2)c1 (stereo not drawn),i,-10,0.13,1343,0.0%,3.6,3.1,7.7,·,·,-3.7,585,24,17,i,42,i,0.4

# Quoted from the listing:
# WT yeast gro inh result of CC1CCCN(C(=O)c2cccc(S(=O)(=O)Nc3cc(C(F)(F)F)ccc3Cl)c2)C1 (stereo not drawn) → 26
# b-catenin transl cell count 5 µM result of COC(=O)c1ccc(C(=O)OC)c(NC(=S)N2CCCC(C)C2)c1 (stereo not drawn) → 585

# Next compounds.
SMILES,Autophagy mod,Autophagy mod cell loss 18 h,Insulin prom up,Insulin prom up cell count,West Nile antiviral,MT stabilizer,MT stabilizer Hoechst-high %,MT stabilizer cytotoxicity %,Lipid droplet,Lipid droplet cells 6.5 µM,b-catenin transl,b-catenin transl cell count 5 µM,WT yeast gro inh,WT yeast gro inh mutant strain,T cell HTS,T cell HTS vesicle-bound %,Myeloid diff 2,Myeloid diff 2 GFP+ MAC1+ %
COc1ccc(N2CCCCn3c2nc2c3c(=O)n(C)c(=O)n2C)cc1,i,59,-1.1,1336,-0.6%,0.9,1.8,9.9,·,·,-8.4,1043,-20,-19,i,26,i,1.0
CC(/C=N/NC(=O)Cc1cccs1)=C\c1ccco1,i,10,-0.18,1640,-0.7%,3.7,1.6,9.4,·,·,-3.2,1332,0,-20,i,35,i,0.6
Cc1nn(CC(=O)Nc2ccc(N3CCOCC3)cc2)c(C)c1Br,·,·,·,·,0.0%,·,·,·,-5,804,·,·,·,·,i,8,i,1.4
CCOC(=O)N1CCC(NC(=O)CS(=O)(=O)Cc2nc(-c3ccc(OC)cc3)oc2C)CC1,·,·,·,·,-0.3%,·,·,·,8,695,·,·,·,·,i,34,i,4.3
O=C(O)C1CC(=O)N(C2CCCCC2)C1c1ccccc1 (stereo not drawn),i,0,·,·,0.6%,0.9,1.1,6.4,3,796,-3.3,1193,-11,-2,i,38,i,0.2
Cc1ccc(S(=O)(=O)NC(=O)NCc2ccccc2)cc1,i,0,-0.01,973,-0.3%,1.4,1.3,6.1,-16,702,·,·,-4,-13,i,21,i,1.4
COc1ccc(OC)c(CCNC(=O)c2ccc3c(c2)N(Cc2ccccc2)CCS3)c1,·,·,·,·,-0.3%,·,·,·,-8,669,·,·,·,·,i,5,i,4.8
CCCN(CCC)CC(O)CN(c1cc([N+](=O)[O-])ccc1OC)S(=O)(=O)c1ccccc1 (stereo not drawn),i,21,-0.99,874,·,3.2,1.5,2.9,·,·,0.8,1425,-13,-16,i,43,i,3.6
COc1ccccc1Nc1nc(C)cc(C)n1,·,·,·,·,-1.2%,·,·,·,-5,814,·,·,·,·,i,35,i,0.7
Cc1nc(CS(=O)(=O)c2ccccn2)sc1C(=O)NNC(=O)c1ccc(Cl)cc1,·,·,-0.14,1102,1.0%,·,·,·,-18,721,-0.9,1322,·,·,i,14,i,0.9
CCN(CC)S(=O)(=O)c1ccc(S(=O)(=O)N2CCN(CCC#N)CC2)cc1,i,25,1.7,1959,-0.4%,4.5,1.3,11,-16,597,-0.9,1051,10,1,i,23,i,1.3
CN1CCN(C(=O)c2ccc3c(c2)NC(=O)/C(=C/c2ccccc2)S3)CC1,·,·,·,·,0.0%,·,·,·,19,732,·,·,·,·,i,22,i,0.0
O=C(Nc1ccc(Cl)cc1)C1CCCN(S(=O)(=O)c2cnc[nH]2)C1 (stereo not drawn),i,17,-0.33,888,-0.4%,3.8,3.5,6.6,·,·,·,·,-12,14,i,35,i,1.2
Nc1nnc(SCc2cn3cc(Cl)ccc3n2)s1,i,16,-1,1229,-0.1%,3.7,1.3,12,4,691,-1.0,1134,-8,-3,i,69,i,0.2
Cc1cc(C)c(C(=O)COC(=O)CCNS(=O)(=O)c2c(Cl)cccc2Cl)cc1C,i,2,0.4,1250,0.2%,1.5,2.3,1.5,-1,620,·,·,37,-2,i,48,i,0.9
COC(=O)C1SCC2C(=O)N(Cc3ccc(Cl)cc3)CC(=O)N21 (stereo not drawn),i,10,-0.74,1274,-0.4%,4.3,1.5,0.2,-11,685,-0.6,1049,8,8,i,54,i,0.3
Cc1ccc(NC(=O)c2ccccn2)cc1S(=O)(=O)N1CCOCC1,i,21,-1.1,1375,-0.3%,1.6,2.6,3.6,2,747,-1.1,1122,9,-3,i,59,i,0.7

# Hits appear at their usual frequency; 3.9% or so of the library scored in one or more.
